Sm TGR block: inhibitors of Schistosoma mansoni thioredoxin glutathione reductase; Q962Y6; purified TGR, DTNB reduction, TNB absorbance 405 nm; Potency, µM (top dose mostly 114 µM), without a hit: top-dose activity change, negative = inhibition, usual class: inhibitors; actives 3% (n = 360,000); AID 485364; note: nearly all actives have a fitted effect of over 60% in size
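First, TGR (20 nM dispensed) and NADPH were mixed with compound. Second, a 15 min room-temperature incubation followed. Third, further NADPH and then DTNB were added to start the reaction. Finally, TNB absorbance was monitored kinetically.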
LmPK inh: blocks Leishmania mexicana pyruvate kinase activity. Q27686. purified LmPK, Kinase-Glo ATP luminescence, 1 h. actives 0.37% (n = 290,000). Potency, µM (series often up to 57.5 µM), for the others: top-dose activity change, negative = inhibition, hits mostly inhibitors
Target sequence (Q27686 whole entry, looked up): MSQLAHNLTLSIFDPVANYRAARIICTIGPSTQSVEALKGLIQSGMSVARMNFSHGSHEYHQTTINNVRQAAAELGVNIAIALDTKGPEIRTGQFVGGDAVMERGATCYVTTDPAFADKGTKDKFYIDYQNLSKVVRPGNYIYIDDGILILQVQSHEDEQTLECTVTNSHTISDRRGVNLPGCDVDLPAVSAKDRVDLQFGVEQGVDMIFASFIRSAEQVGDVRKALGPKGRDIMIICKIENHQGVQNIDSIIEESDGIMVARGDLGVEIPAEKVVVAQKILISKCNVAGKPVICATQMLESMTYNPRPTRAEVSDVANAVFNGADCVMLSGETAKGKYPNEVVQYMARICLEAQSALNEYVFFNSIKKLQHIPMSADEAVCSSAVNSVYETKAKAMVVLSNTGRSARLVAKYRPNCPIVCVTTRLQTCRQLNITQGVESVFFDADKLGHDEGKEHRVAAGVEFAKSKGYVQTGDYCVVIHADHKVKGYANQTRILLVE
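0.1 nM LmPK, 0.5 mM PEP, 0.1 mM ADP; 50 mM imidazole pH 7.2, 7 mM MgCl2, 50 mM KCl; 1 h RT. Kinase-Glo luminescence readout, normalized to no-enzyme (full inhibition) and uninhibited wells.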
HCV inh: blocks hepatitis C virus | actives 3.4% (n = 340,000) | Potency, µM (doses to about 41.8 µM), for the others: at the highest dose activity change, negative = inhibition, actives largely listed as inhibitors | Huh7.5.1 HCVcc-Cre infection, luciferase reporter, 44 h
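1,000 cells/well; 4 h culture; + compound; + HCVcc-Cre (~0.5 moi); 44 h; luciferase substrate, RT 15 min; read 15 sec.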
Pf growth 96h: P. falciparum growth inhibition at 96 hour, primary screen for plastid delayed-death inhibitors | Potency, µM (titrated, usually from 28.7 µM), for the others: at the highest dose activity change, negative = inhibition, hits mostly inhibitors | P. falciparum luciferase reporter growth, 96 h | AID 504834 | actives 6.9% (n = 320,000)
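Delayed-death screen, second-generation endpoint: infected erythrocytes, 2% hematocrit, 0.05% parasitemia final; 96 hours at 37 C, 5% CO2; luciferase detection reagent; luminescence decrease equals reduced growth.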
Pf growth 48h: P. falciparum growth inhibition at 48 hours (one generation) | P. falciparum luciferase growth in erythrocytes, 48 h | Potency, µM (highest dose often 28.7 µM), inactives show top-dose activity change, negative = inhibition, hits mostly inhibitors | actives 5.9% (n = 310,000) | AID 504832
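Luciferase-expressing parasites in RBCs, 2% Hct / 0.1% parasitemia final; RPMI 1640 + 0.5% Albumax; 37 C, 5% CO2, one generation; luminescence read-out, lower signal = inhibition.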
TbPYK inhibitor: T. brucei pyruvate kinase inhibition; TbPYK enzyme, Kinase-Glo Plus ATP luminescence, 45 min; actives 0.12% (n = 410,000); Q57TT1; Potency, µM (doses to about 76.8 µM), for inactives: at the highest dose activity, negative = inhibition, most hits filed as inhibitors; note: nearly all actives have a fitted effect of over 50% in size
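Quantitative HTS: titrated library compounds versus trypanosomal pyruvate kinase in TEA buffer (pH 7.2) containing KCl, MgCl2, BSA and Tween-20. Reactions were initiated with ADP, 130 uM final. Kinase-Glo Plus luminescence was read after 45 min at RT.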
The depositor's hits bear a star; ? = inconclusive; nt = not tested or not shown; & = joins results of further samples; [ ] = remark or other dose. Calls come from the whole dose curve; as a rule, active = well fitted curve in the direction sought with a large enough effect; inconclusive = small, poorly fitted or top-dose-only effect, or another doubt; inactive = no such curve, though single readings can be large; an effect the other way counts as inactive or inconclusive. % is set by controls: 0 for no effect and ±100 for the full control effect; potency is the fitted concentration of half-maximal effect.

SMILES	Sm TGR block	LmPK inh	HCV inh	Pf growth 96h	Pf growth 48h	TbPYK inhibitor
CNC(=O)c1ccsc1NC(=O)c1ccc2c(c1)CCCC2	-5.8%	-8.6%	?	162.7%[activator]	132.7%[activator]	0.3%
C=CCOC(=O)C(C#N)c1nc2ccccc2nc1N1CCC(C(=O)OCC)CC1 (stereo unspecified)	0.1%	1.6%	?	55.9%[activator]	1.17µM*	-24.3%
CN(C)CCCN(Cc1ccccc1)C(=S)Nc1ccc(SC(F)F)cc1	5.7%	4.0%	?	?	?	-7.4%
O=C(NCc1cccc(CNC(=O)C(=O)NCC2CCCO2)c1)C(=O)NCC1CCCO1 (stereo unspecified)	9.8%	5.5%	-1.9%	?	35.8%[activator]	-3.2%
COc1cccc(CSc2nnc(-c3ccc(F)cc3)o2)c1	6.5%	1.0%	-2.7%	?	18.9%	2.0%
Cc1oc2ccc(NS(=O)(=O)c3ccc(F)cc3)cc2c1C(=O)O	4.1%&-2.6%	6.5%	20.6%	-15.1%	8.1%	3.7%&-0.5%
CCc1cc(C(=O)N2CCN(c3ncc(C(F)(F)F)cc3Cl)CC2)sc1C	8.7%	2.7%	?	-12.2%	0.0%	-0.6%
Cc1cc(C)n2cc(CSc3nc4cc(Cl)ccc4o3)nc2n1	-6.1%	-0.2%	2.6%	nt	20.3%	-0.4%
O=C(O)CSc1cc(NS(=O)(=O)c2ccc(Br)cc2)c2ccccc2c1O	5.62µM*	3.55µM*	?	-3.7%	nt	?
COC(=O)C1C(=O)c2c([nH]c(C(=O)OC3CCCCCC3)c2C)CC1C (stereo unspecified)	2.1%	-0.5%	?	8.28µM*	-36.5%	0.8%
Cc1ccc(OCc2nnc(SCC(=O)Nc3ccc4c(c3)OCCO4)n2Cc2ccco2)cc1	-13.1%	1.7%	?	26.0%	?	-15.6%
Cc1c(NC(=O)c2cc3ccccc3o2)c(=O)n(-c2ccccc2)n1C	1.1%	-0.2%	17.9%	?	6.5%	-7.6%
CC(C)(C)n1nnnc1C(c1cccnc1)N1CCN(c2ccccn2)CC1 (stereo unspecified)	-7.5%	3.0%	13.5%	0.4%	?	0.8%
COc1ccc(NC(=O)C2=CC(c3ccc(C)cc3)=NS(=O)(=O)N2C)cc1OC	0.1%	-4.4%	?	28.3%	-3.0%	-2.1%
CCc1c(C)[nH]n(-c2ccc(Oc3ccccc3)c(S(=O)(=O)O)c2)c1=O	-7.7%	5.0%	-4.8%	29.7%	13.5%	-3.4%
COc1ccc(-n2c(=O)[nH]cc(C(=O)N3CCc4ccccc43)c2=O)cc1	4.4%	-0.1%	10.3%	40.3%[activator]	10.5%	2.7%
O=C(O)CNC(=S)N(Cc1ccccc1Cl)C1CCCC1	2.3%	6.0%	2.3%	?	3.1%	0.7%
Cc1cc(NS(=O)(=O)c2ccc(NC(=O)CCc3ccccc3)cc2)no1	9.7%	2.0%	17.9%	?	1.6%	-2.9%
CSc1ccc(/C=N/n2nnnc2N)cc1	0.6%	0.2%	13.6%	2.4%	69.6%[activator]	7.6%
O=C(CN1C(=O)c2ccccc2S1(=O)=O)N1CCCCC1	10.7%	-0.7%	28.0%	18.5%	126.7%[activator]	-7.6%
CC(SCc1ccccc1)C(=O)NN=C1CCN(C)CC1 (stereo unspecified)	-2.9%	0.1%	8.0%	6.4%	18.8%	4.1%
COc1cccc(NC(=O)C2CC2)c1	-1.3%	nt	6.9%	-2.5%	21.1%	-3.5%
COC(=O)CSc1nnc(C)n1-c1cccc(C#N)c1	-11.3%	2.5%	nt	0.0%	29.7%	-2.1%
Cc1cc(C)cc(NC(=O)CN2C(=O)COc3ccc(S(=O)(=O)N4CCCC4)cc32)c1	-9.7%	4.5%	36.0%[activator]	?	0.2%	-0.4%
Cc1cccc(-c2noc(CN(C(=O)c3c(-c4ccccc4Cl)noc3C)C(C)C)n2)c1	2.7%	14.5%	10µM*	?	nt	-0.1%
O=C(CCCc1nc(-c2ccc(Cl)cc2)no1)NC1CCCC1	-6.5%	-9.2%	?	4.65µM*	-20.1%	-8.5%
Oc1ccc(/C=N/n2c(-c3ccccc3)n[nH]c2=S)cc1Br	-23.1%	?	-0.2%	-10.9%	-4.8%	0.9%
C[N+](C)(C)CCCN1C(=O)CCCC1=O	-3.7%	-3.6%	5.5%	-11.3%	89.3%[activator]	-7.0%
CN1CCN(Cc2c(O)ccc3c(=O)c(Oc4ccccc4Cl)c(C(F)(F)F)oc23)CC1	-26.1%	-3.7%	-8.1%	-76.9%	nt	-0.4%
CC(=O)Nc1ccc(NC(=O)COC(=O)C2c3ccccc3Oc3ccccc32)cc1	4.3%	1.0%	24.3%	38.8%[activator]	1.8%	2.9%
COc1ccc(C)cc1S(=O)(=O)N(C)CC(=O)NCc1ccncc1	-20.8%	0.0%	0.4%	-6.3%	25.7%	0.5%
Cc1ccc(NC(=S)NC(NC(=O)C(C)(C)C)C(Cl)(Cl)Cl)c(C)c1 (stereo unspecified)	23.4%	-7.1%	-23.3%	?	?	-27.0%
CCOc1ccccc1C(=O)NCC(=O)NCc1ccc(S(=O)(=O)N2CCOCC2)cc1	0.1%	nt	-3.9%	?	-6.6%	-1.8%
Cc1cccc(OCC(=O)Nc2ccc3c(c2)nc(CCN2CCN(C)CC2)n3C)c1	0.0%	-3.7%	-19.3%	?	?	1.8%
C=C(C)C1CC=C(C)/C(=N/NC(=O)CNc2ccc(OCC)cc2)C1 (stereo unspecified)	-1.2%	-2.8%	2.6%	?	?	2.9%
CC(=O)Nc1ccc(NC(=O)CSc2ccc(-c3cccs3)nn2)cc1	-7.1%	-6.0%	5.5%	253.3%[activator]	187.9%[activator]	-2.2%
CCc1sc(C(=O)Nc2cc(Cl)ccc2N2CCCCC2)cc1C	2.3%	-0.8%	?	14.7µM*	nt	1.9%
Cc1nn(CC(=O)N(C)C2CCC(C)CC2)c(C)c1S(=O)(=O)N(C)C (stereo unspecified)	-7.1%	nt	8.0%	?	-3.8%	7.2%
Cc1cccc(C(=O)NC(=S)Nc2ccc(S(=O)(=O)N3CCN(C)CC3)cc2)c1	?	1.2%	-20.6%	nt	-27.8%	-15.0%
O=C(N/N=C1/CC2C=CCC12)c1ccc(Br)o1 (stereo unspecified)	-1.0%	1.3%	26.1%	-15.5%	35.0%	-5.7%
N#Cc1ccccc1NC(=O)CN1CC=C(c2ccccc2)CC1	-1.3%	-0.5%	0.6%	47.7%[activator]	37.3%[activator]	-5.3%
CCNC(=S)N/N=C/c1ccc(OCC(=O)Nc2ccc(C)cc2)cc1	-14.4%	4.2%	?	?	nt	-4.0%
CC(C)S(=O)(=O)c1cnc(N2CCOCC2)nc1N	0.5%	-12.0%	3.6%	13.9%	13.1%	1.7%
CCc1nnc(NC(=O)OCc2ccccc2)s1	8.8%	-0.4%	4.5%	-7.7%	44.0%[activator]	-5.3%
Cc1cc(C)c2c(N)c(C(=O)NN3CC(=O)N(c4ccccc4)CC3=O)sc2n1	-2.8%	14.7%	17.7%	0.0%	-6.2%	2.0%
Cc1cc(S(=O)(=O)N2CCCC2)ccc1OCC(=O)N1CCCCC1	1.1%	-4.8%	8.7%	?	-21.8%	-2.5%
CC(C)(CCl)C(=O)Nc1ccc(OC(F)(F)F)cc1	38.7%[activator]	-15.0%	-8.7%	1.0%	0.0%	-1.6%
CCC(Oc1ccccc1)C(=O)Nc1ccccc1N1CCCC1 (stereo unspecified)	-10.4%	-3.0%	?	?	?	3.7%
COc1ccc(NC(=O)NCc2ccc3c(c2)OCO3)cc1OC	-5.3%	-4.0%	?	?	9.3%	-6.0%
O=C(Nc1ccc(C(=O)N2CCC(N3CCCC3)CC2)cc1)c1ccc(Br)o1	25.1µM*	nt	9.3%	48.4%[activator]	?	-0.7%
O=C(Cc1cccs1)NCCc1cn2ccccc2n1	5.7%	4.3%	12.2%	33.6%[activator]	43.5%[activator]	1.2%
O=C(CSc1ccc(-c2ccccn2)nn1)NC1CCCCC1	1.8%	3.8%	-13.6%	?	10.8%	3.6%
Cn1ncc([N+](=O)[O-])c1C(=O)Nc1ccc(C2CCCCC2)cc1	8.3%	4.5%	-3.6%	?	12.2%	-9.0%
CCOC(=O)C1=NN(c2ccccc2)C(=O)/C1=C\c1ccc(N(C)C)cc1	0.1%	-10.2%	10.7%	7.0%	8.0%	-9.5%
Cc1ccc(C2CN(C)CC2C(=O)c2ccc(F)cc2)cc1 (stereo unspecified)	-6.5%	-5.8%	-9.7%	-15.8%	nt	5.4%
Cc1ccc(SC[C@H](C)CN2CC[C@H](C(C)(C)C)CCC2=O)cc1	-21.2%	-0.9%	-9.9%	?	47.3%[activator]	0.1%
COCCCNC(=O)C1CCC(CNS(=O)(=O)c2ccc3c(c2)CC(C)N3C(=O)C2CC2)CC1 (stereo unspecified)	1.4%	-1.9%	5.8%	13.1µM*	-4.2%	-2.4%
CC(C)(CNc1ccc(S(=O)(=O)C(F)(F)F)cc1[N+](=O)[O-])N1CCOCC1	2.5%	-10.0%	1.0%	?	?	-1.0%
CN(C)c1ccc(NC(=O)c2cn(-c3ccccc3)nc2-c2cccs2)cc1	-16.0%	18.5%	?	-18.7%	nt	-11.1%
FC(F)(F)c1cccc(NC(=S)N2CCN(c3cccc(C(F)(F)F)c3)CC2)c1	3.9%	3.5%	-19.9%	5.86µM*	-3.7%	-4.1%

Shown with each value named: part of the list above
COc1ccc(NC(=O)NCc2ccc3c(c2)OCO3)cc1OC
- Sm TGR block: -5.3%
- LmPK inh: -4.0%
- HCV inh: ?
- Pf growth 96h: ?
- Pf growth 48h: 9.3%
- TbPYK inhibitor: -6.0%
O=C(Nc1ccc(C(=O)N2CCC(N3CCCC3)CC2)cc1)c1ccc(Br)o1
- Sm TGR block: 25.1µM*
- LmPK inh: nt
- HCV inh: 9.3%
- Pf growth 96h: 48.4%[activator]
- Pf growth 48h: ?
- TbPYK inhibitor: -0.7%
O=C(Cc1cccs1)NCCc1cn2ccccc2n1
- Sm TGR block: 5.7%
- LmPK inh: 4.3%
- HCV inh: 12.2%
- Pf growth 96h: 33.6%[activator]
- Pf growth 48h: 43.5%[activator]
- TbPYK inhibitor: 1.2%

Next entries
SMILES	Sm TGR block	LmPK inh	HCV inh	Pf growth 96h	Pf growth 48h	TbPYK inhibitor
O=C(O)c1ccc2c(c1)C(=O)N(c1ccc([N+](=O)[O-])cn1)C2=O	-17.8%	0.0%	9.1%	1.1%	23.9%	3.1%
O=C(NCc1ccccc1)c1noc2c1CCCC2	6.0%	-10.8%	-23.4%	6.1%	44.3%[activator]	-3.6%
COc1cccc(/C=C2\SC(=S)N(CCC(=O)NCCc3ccc(O)cc3)C2=O)c1	13.1%	4.3%	?	?	?	-1.7%
O=C(COC(=O)c1ccc(F)cc1F)Nc1ncccn1	-15.4%	6.2%	3.4%	9.0%	5.7%	-5.7%
C#CCn1cc(/C=N/Nc2nc3ccccc3[nH]2)c2ccccc21	6.2%	3.7%	?	7.1%	?	-9.0%
C[C@]12CCC3c4ccc(OCC(=O)O)cc4CCC3C1CCC2=O (stereo partly specified)	7.1%	2.3%	12.7%	?	?	-7.1%

A second format for part of the listing above.
> O=C(NCc1ccccc1)c1noc2c1CCCC2
  Sm TGR block: 6.0%
  LmPK inh: -10.8%
  HCV inh: -23.4%
  Pf growth 96h: 6.1%
  Pf growth 48h: 44.3%[activator]
  TbPYK inhibitor: -3.6%

> COc1cccc(/C=C2\SC(=S)N(CCC(=O)NCCc3ccc(O)cc3)C2=O)c1
  Sm TGR block: 13.1%
  LmPK inh: 4.3%
  HCV inh: ?
  Pf growth 96h: ?
  Pf growth 48h: ?
  TbPYK inhibitor: -1.7%

> O=C(COC(=O)c1ccc(F)cc1F)Nc1ncccn1
  Sm TGR block: -15.4%
  LmPK inh: 6.2%
  HCV inh: 3.4%
  Pf growth 96h: 9.0%
  Pf growth 48h: 5.7%
  TbPYK inhibitor: -5.7%

Screening data (PubChem)
